GalR3 antag – human GalR3 antagonism. inhibition, % at 3 µM. HEK293 GalR3-CNG cAMP membrane potential fluorescence; galR3 body fused to GalR1 C-terminus. 360,000 compounds, 0.44% hits. O60755;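 active = inhibition above the screen-wide average plus 3 SD, cut at about 13% in these data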;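 note: forskolin and galanin both at EC90 stimulate the cells; cAMP rise reported by CNG channel membrane potential dye signal; 0% = forskolin plus galanin with DMSO and 100% = forskolin alone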
UBC9 SUMO inh – SUMOylation inhibition | HTRF SUMOylation assay, SAE1/SAE2 + UBC9, in vitro | inhibition, % at 35 µM | 290,000 compounds, 0.36% hits; in the data active = inhibition above about 50%, passing the limit was not always enough; note: strong numbers were not always called active
Target sequence (P63279 whole entry, looked up): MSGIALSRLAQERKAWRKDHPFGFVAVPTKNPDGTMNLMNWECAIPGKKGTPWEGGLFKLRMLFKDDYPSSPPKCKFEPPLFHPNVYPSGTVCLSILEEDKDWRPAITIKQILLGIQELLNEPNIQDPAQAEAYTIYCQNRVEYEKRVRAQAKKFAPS
MEKK3 PB1 HTS – raises or lowers MEK5 binding to the human MEKK3 PB1 domain. binding response (% of control), % at 10 µM. 290,000 compounds, 1.4% hits. bead-based flow cytometry, Alexa488-MEK5 binding to MEKK3; actives lie on both sides; 0 = blocked by unlabeled MEK5, 100 = vehicle;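 active = binding response more than 3 SD above or below the average of its plate-row segment, actives on both sides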;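 note: Alexa488 bead fluorescence after subtracting the streptavidin-only scavenger bead signal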
Target sequence (Q99759 whole entry, looked up, the tested form may be a part): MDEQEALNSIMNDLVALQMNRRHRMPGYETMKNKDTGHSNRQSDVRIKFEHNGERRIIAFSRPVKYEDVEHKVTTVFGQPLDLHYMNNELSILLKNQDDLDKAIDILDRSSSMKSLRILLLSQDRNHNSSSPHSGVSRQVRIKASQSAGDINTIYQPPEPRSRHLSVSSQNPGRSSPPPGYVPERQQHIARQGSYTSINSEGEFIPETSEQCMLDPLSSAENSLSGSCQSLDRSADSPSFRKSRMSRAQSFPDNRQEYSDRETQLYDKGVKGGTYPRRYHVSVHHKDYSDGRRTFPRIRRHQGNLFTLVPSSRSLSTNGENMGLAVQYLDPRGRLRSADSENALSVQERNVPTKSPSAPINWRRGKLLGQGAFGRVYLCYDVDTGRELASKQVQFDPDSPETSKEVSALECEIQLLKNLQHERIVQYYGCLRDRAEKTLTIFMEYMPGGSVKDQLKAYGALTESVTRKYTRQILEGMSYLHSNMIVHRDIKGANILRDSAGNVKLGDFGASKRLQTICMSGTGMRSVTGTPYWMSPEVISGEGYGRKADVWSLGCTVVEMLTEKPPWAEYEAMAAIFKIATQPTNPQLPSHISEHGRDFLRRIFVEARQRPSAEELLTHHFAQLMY
FID counter – displaces DNA intercalator in HCV helicase counter-screen. DNA fluorescent intercalator displacement, fluorescence. inhibition, % at 7.9 µM. 290,000 compounds, 0.17% hits; in the data active = inhibition above about 37%;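 note: 0% = vehicle and 100% = reference compound; higher means more ethidium bromide displaced from hairpin DNA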
MEKK2mut PB1 HTS – signal of MEK5 binding to mutant human MEKK2 PB1 domain. bead flow cytometry, Alexa488-MEK5 binding to MEKK2 mutant. percent response, % at 10 µM. 290,000 compounds, 0.35% hits. AID 1530; in the data active = percent response above about 24%, passing the limit was not always enough; note: inactives centre near 1; some results filed as inactive read as strong as hits; reference of the scale not given here
HCV NS3 hel inh – HCV NS3 helicase inhibition; inhibition, % at 10.9 µM; NS3 helicase DNA unwinding, Cy5 molecular beacon fluorescence; 290,000 compounds, 0.56% hits;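 active = inhibition above the mean of all tested compounds plus 3 SD, set per campaign, cut at about 35% in these data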;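 note: 0% = DMSO wells and 100% = thioflavine S control wells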
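Assay system – hepatitis C virus NS3 helicase domain fragment enzyme · Buffer or medium – MOPS pH 6.5, MgCl2, DTT, Tween20, BSA · Reagent – Cy5/quencher beacon DNA duplex and ATP to start · Compound – single 10.9 µM dose · Timing – 1 h at 25 °C · Technique – Cy5 beacon fluorescence read at start and 1 h · Measure – % inhibition of unwinding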
CRFBP-R2 agonist – CRF-BP/CRF-R2 complex agonism; HEK293 CRF-R2/CRF-BP, calcium dye fluorescence (FLIPR); percent of saturating CRF peptide response; activation, % at 13.2 µM; 350,000 compounds, 0.46% hits;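 active = activation of at least 50%, plus an integration ratio under a set limit after plate pattern correction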;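 note: plate controls were neutral control wells without compound for no effect and CRF at EC100 for full effect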
MEKK2 WT-MEK5 – raises or lowers MEK5 binding to wildtype human MEKK2 PB1 domain | Q9Y2U5 | bead flow cytometry, Alexa488-MEK5 binding to MEKK2 WT; actives lie on both sides | binding response (% of control), % at 10 µM | 290,000 compounds, 1.1% hits; in the data active = binding response below about 67% or above about 130%
CRFR2-BP antag – blocks CRF-induced signaling of the CRF-BP/CRF-R2 complex. 350,000 compounds, 0.59% hits. inhibition, % at 11.8 µM. HEK293 CRF-R2/CRF-BP, CRF-induced calcium fluorescence. AID 588475;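 active = inhibition of the ligand-induced calcium signal above about 50% at the single tested concentration, limit read from the data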
Active calls of the source: *; / = no result given. This is a subset; count on the stated rates, not on these rows.

Compound	GalR3 antag	UBC9 SUMO inh	MEKK3 PB1 HTS	FID counter	MEKK2mut PB1 HTS	HCV NS3 hel inh	CRFBP-R2 agonist	MEKK2 WT-MEK5	CRFR2-BP antag
Cc1ccc(-n2nc(C)c(NS(=O)(=O)c3ccccc3)c2C)cc1C	-5	-12	101	-23	2	-4	-0.4	107	5
CCOC(=O)C1Cc2ccccc2C(=O)O1 (stereo unspecified)	-4	10	100	1	3	1	4.5	101	13
COCCN(C(=S)Nc1ccccc1OC)C1CCN(C(C)C)CC1	-1	8	101	1	7	8	2.8	104	-1
CNC(=O)c1ccsc1NC(=O)c1ccc2c(c1)CCCC2	3	-15	97	-9	-4	-27	1.0	98	-10
COCCSc1ccccc1C(=O)NCc1ccc2c(c1)OCO2	-6	-22	98	-5	-2	-4	0.8	97	16
CC(C)C(OC(=O)Cn1nnc2ccccc21)C(=O)NC1CCCC1 (stereo unspecified)	5	-5	104	-9	1	0	0.4	104	4
O=C(Nc1cccnc1)Nc1cccc([N+](=O)[O-])c1	-9	31	108	2	10	8	0.0	120	16
COc1cc(/C=C2/C(=O)N(C)C(=S)N2C)ccc1OCc1cccc(F)c1	6	3	102	0	1	-4	-0.2	105	-3
COc1ccc(N=C2S/C(=C\c3ccc(OC(C)C(=O)O)c(OC)c3)C(=O)N2CCc2c[nH]c3ccccc23)cc1 (stereo unspecified)	-1	50	92	-2	-14	-1	4.0	78	4
Cc1cccc(N2C(=O)C(O)=C(C(=O)c3cccs3)C2c2ccc(Cl)cc2)n1 (stereo unspecified)	3	43	102	-40	-3	30	-0.5	93	13
COc1ccccc1NC(=O)COC(=O)c1oc2ccccc2c1C	0	7	104	-23	2	28	1.1	101	-4
O=C(Nc1cccnc1)c1ccc(S(=O)(=O)N2CCCCCC2)cc1	-5	2	99	-15	3	-8	0.6	104	18

3 entries from above, arranged by heavy-atom count, smallest number first:
Compound	GalR3 antag	UBC9 SUMO inh	MEKK3 PB1 HTS	FID counter	MEKK2mut PB1 HTS	HCV NS3 hel inh	CRFBP-R2 agonist	MEKK2 WT-MEK5	CRFR2-BP antag
COCCSc1ccccc1C(=O)NCc1ccc2c(c1)OCO2	-6	-22	98	-5	-2	-4	0.8	97	16
COCCN(C(=S)Nc1ccccc1OC)C1CCN(C(C)C)CC1	-1	8	101	1	7	8	2.8	104	-1
COc1ccc(N=C2S/C(=C\c3ccc(OC(C)C(=O)O)c(OC)c3)C(=O)N2CCc2c[nH]c3ccccc23)cc1 (stereo unspecified)	-1	50	92	-2	-14	-1	4.0	78	4

Continued.
Compound	GalR3 antag	UBC9 SUMO inh	MEKK3 PB1 HTS	FID counter	MEKK2mut PB1 HTS	HCV NS3 hel inh	CRFBP-R2 agonist	MEKK2 WT-MEK5	CRFR2-BP antag
CCOc1ccc(N(CC(=O)Nc2ccccc2C)S(=O)(=O)c2c(C)[nH]c(=O)[nH]c2=O)cc1	-2	17	111	-28	4	-3	-1.2	105	0
O=S(=O)(Nc1ccc(C(F)(F)F)cn1)c1ccccc1	0	26	101	-7	1	0	-0.4	98	0
O=S(=O)(c1ccccc1)N(Cc1ccccc1)c1ccccn1	-8	4	95	-12	-3	3	-0.9	93	26
Cc1cccc(CCNC(=O)c2cccc3c2C(=O)N(C2CCCCC2)C3)c1	-9	-13	103	-38	-1	-3	0.2	95	9
COc1ccc(NC(C)=O)cc1CNC(=O)COc1c(C)c(C)cc(C)c1C	-4	12	96	-34	-2	0	-7.0	100	-6
O=C(CCc1ccccc1)NC(=S)Nc1ccc2c(c1)C(=O)OC2	-8	15	58	0	-9	18	0.7	64	-8
CC1=NN(Cc2cc(C(C)(C)C)c(O)c(C(C)(C)C)c2)C(=O)C1	0	-4	102	-20	0	-2	0.8	101	2
Cc1cccc(N2CCN(CC(=O)N(C)Cc3ccccc3)CC2C)c1 (stereo unspecified)	-9	-3	102	-24	3	3	2.5	105	11
Nc1ccc(OC(=O)Nc2ccc(O)cc2)cc1	-8	38	95	5	-13	7	1.1	102	-5
O=C(NCCCNC(=O)c1cnccn1)c1ccc(Cl)cc1	-8	4	100	-5	-1	1	-1.5	100	0
Cc1ccc(NC(=O)Nc2cccnc2)cc1NC(=O)Nc1cccnc1	-9	11	94	-27	-5	-4	0.3	84	-19
COCCN(C(=O)CN1CCc2ccccc2C1)c1c(N)n(Cc2ccccc2)c(=O)[nH]c1=O	-2	16	96	-7	3	0	-1.6	96	1
C[C@@]12CCC=C[C@H]1[C@H](c1ccc3ccccc3c1Br)N(Cc1ccccc1)C2=O	-3	-3	96	/	-5	/	0.1	91	-8
O=C(CCCSc1nc2ccccc2s1)NCc1ccc2c(c1)OCO2	-2	17	100	-21	2	-12	12	103	-11
Cc1nc(Cl)c2c(n1)NC1=C(O2)C(=O)CCC1	2	14	99	-7	0	16	26	97	-13
O=C(Cn1c(=O)oc2ccccc21)Nc1ccccc1C(F)(F)F	-9	13	105	-1	0	-3	0.5	101	-5
CC(C)NC(=O)Cn1nc(C(F)(F)F)c2c1CCC2	2	9	106	-1	3	-4	0.8	100	1
CN(C(=O)c1ccccc1)c1nccnc1C#N	-9	8	93	-1	-5	10	1.1	97	-7
Cc1ncoc1C(=O)N1CCc2c([nH]c3ccccc23)C1c1ccccc1F (stereo unspecified)	-6	-3	96	-19	-10	-4	-1.2	88	-24
Cn1c(SCc2ccccc2Cl)nnc1-c1cnccn1	-7	6	100	-14	-6	-1	-3.0	94	9
CN(CC(=O)Nc1ccc2c(c1)OCO2)S(=O)(=O)c1cccs1	-7	15	100	-7	0	6	-0.9	96	-4
O=C(NNC(=O)C1CCCCC1)c1cnccn1	-4	0	94	0	-4	5	-1.5	93	-6
O=C(CCn1c(=O)oc2ccccc21)NCCN1CCc2ccccc2C1	-2	-1	105	5	1	-2	1.8	103	2
COc1cccc(C(=O)CN2CCN(S(=O)(=O)c3ccc(Br)cc3)CC2)c1	/	2	102	-2	1	-1	0.3	99	6
CCn1c(=S)sc2c(=O)[nH]c(SCC(=O)Nc3cc(OC)ccc3OC)nc21	-7	1	99	-8	-1	-12	-0.5	96	17
CCc1cc2c(=O)c(-c3nc4ccccc4n3C)c(COCC(=O)O)oc2cc1O	-1	40	99	-5	-3	-10	1.9	99	4
COc1cc(C2C(C(=O)/C=C/c3ccccc3)=C(O)C(=O)N2c2ccccn2)ccc1O (stereo unspecified)	-6	10	/	1	/	11	27	/	-16
COc1ccc(S(=O)(=O)N2CCCCC2)cc1NC(=O)c1cc(C)on1	-3	-8	87	-7	-2	-1	0.8	94	11
Oc1cccc(NC(=S)Nc2cccnc2)c1	0	4	99	-4	0	6	0.2	102	5
O=C(c1ccncc1)N1CCN(S(=O)(=O)c2cccc(F)c2)CC1	-4	13	99	-2	5	3	-0.7	106	-8
COc1ccc(C2C(Oc3ccccc3)C(=O)N2c2cc(C)ccc2C)cc1OC (stereo unspecified)	-5	-13	/	-21	/	-25	5.1	/	9
CC1C(=O)CC(c2ccccc2)NC1c1ccccc1 (stereo unspecified)	-4	9	105	-2	5	-10	0.6	103	2
CCOc1ccc2nc(N(CCN(CC)CC)C(=O)/C=C/c3cccs3)sc2c1	-4	2	109	27	16	-41	0.9	157*	-24
CCCc1ccc(C(C)NC(=O)c2cnccn2)cc1 (stereo unspecified)	-4	1	102	-13	0	-4	-1.4	99	-11
Cc1cccc(C(=O)Nc2ccc(O)c3c(=O)cc(-c4ccccc4Cl)oc23)c1	-4	12	103	-4	1	-2	-1.2	97	8
COc1ccc(-n2c(SC3CCOC3=O)nc3ccccc3c2=O)cc1OC (stereo unspecified)	-4	12	99	-9	6	-3	3.1	103	-14
CCOC(=O)CCc1c(C)nc2cc(-c3ccc(Cl)cc3)[nH]n2c1=O	3	-5	101	-4	0	1	-2.2	100	-24
O=C(CSc1nnc(-c2cnccn2)n1Cc1ccco1)c1ccc(Cl)c(Cl)c1	-3	28	66	-8	-11	25	-4.9	71	12
CCOC(=O)c1ccccc1NC(=S)N1CCCCC1	7	18	101	2	-1	1	-1.2	99	9
Cc1cccc(N(C(=O)Cn2nnc3ccccc32)C(C(=O)NCc2ccco2)c2ccncc2)c1 (stereo unspecified)	0	0	99	-29	2	-3	-0.3	102	-8
COc1ccc(C(=O)c2oc3ccc(OC)cc3c2NC(C)=O)cc1	0	6	101	1	-1	3	0.8	95	-15
N=C1C(c2nc3ccccc3s2)=C(O)CN1Cc1ccco1	-13	14	106	-5	-3	-7	-2.6	98	-6
COc1ccc(N2CCN(C(=O)[C@@H](NC(=O)c3cc(OC)cc(OC)c3)C(C)C)CC2)cc1	-9	2	106	-18	0	-4	0.8	108	-13
CCOc1ccc(-n2c(SCC(=O)NCc3ccco3)nc3c([nH]c4ccccc43)c2=O)cc1	2	/	102	-15	4	-1	0.3	101	78*
CC(C)(C)C(=O)Nc1sc2c(c1C(=O)Nc1ccccn1)CCCC2	-4	6	79	10	-12	4	-1.8	84	-17
CCOc1ccccc1N1CCN(C(=O)NC2CCCCC2)CC1	0	-4	100	-50	-2	10	1.4	97	12
O=C(Nc1ccc(F)cc1)c1nc[nH]c1C(=O)Nc1ccccc1[N+](=O)[O-]	-10	22	104	-1	2	-3	-0.5	104	-5
COC(=O)C1=C(C)OC(N)=C(C#N)C1c1ccc(OC)c(OC)c1OC (stereo unspecified)	-7	7	101	-3	0	0	0.5	99	17
CN(C)CCCn1c(SCc2c(Cl)cccc2Cl)nnc1-c1ccncc1	-12	12	107	4	4	10	-1.1	115	5
CN1C(=O)Cc2cc(S(=O)(=O)Nc3ccc(Cl)cc3)ccc21	-7	23	103	-5	-2	-6	2.0	104	13
Cn1nccc1/C=N\NC(=O)c1ccc(Cl)cc1	-2	-6	101	-5	7	8	0.5	101	-1
N#Cc1c(SCC(=O)Nc2cccc(F)c2)sc2c(O)cc(=O)[nH]c12	-8	9	104	-1	4	14	1.1	100	1
CC(Oc1ccc(F)cc1)C(=O)Nc1cc(S(=O)(=O)N2CCOCC2)ccc1N1CCCC1 (stereo unspecified)	-5	4	102	-32	-3	3	-2.0	99	0
CC(C)C(=O)N(Cc1cc(=O)[nH]c2ccccc12)c1ccccc1	-1	-6	107	-14	4	-8	-1.4	104	-1
CCOC(=O)C1CCN(S(=O)(=O)c2cc(C(=O)N3CCCCC3)ccc2OC)CC1	-2	-4	101	-36	6	-5	-2.8	105	-9
O=C(NCc1ccccc1)NC12CC3CC(CC(C3)C1)C2	-3	0	90	-10	-13	3	-0.9	94	6
NC(N)=Nc1ccc(N=C(N)N)cc1	-9	23	97	18	0	0	0.2	103	1
CC(C)NC(=O)COc1coc(CN2CCN(c3ccccc3)CC2)cc1=O	-8	10	107	-20	10	0	0.7	108	-11
Cc1cc2[nH]c(=O)c(=O)[nH]c2cc1S(=O)(=O)Nc1cccc(C)c1C	2	-5	99	-14	-6	13	-0.7	98	5
CC1(C)OC1COc1c2ccoc2cc2oc(=O)ccc12 (stereo unspecified)	-7	19	97	0	-9	0	1.4	88	9
CCCCNC(=O)CCCCCn1c(=O)[nH]c2cc(OC)c(OC)cc2c1=O	-4	21	99	-8	-1	2	-2.4	97	6

High-throughput results as filed in PubChem BioAssay.
